ATG4B inh: inhibitors of human ATG4B cysteine protease; Q9Y4P1; ATG4B cleavage of LC3-PLA2, NBD-HPC fluorescence, 1 h; inhibition, % at 8.33 µM; 0.51% of 340,000 active; AID 504462; in the data active = inhibition above about 40%
MPTP block: inhibitors of mitochondrial permeability transition pore | isolated mouse mitochondria, Ca2+ swelling absorbance, 30 min | inhibition, % at 10 µM | 1.4% of 360,000 active | AID 602449;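 active = inhibition of 50% or more, scaled per plate between neutral and stimulator controls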;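 also: 0% = DMSO wells given calcium and 100% = 1 mM EGTA wells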
SENP6 inh: blocks the human protease SENP6; 1.8% of 330,000 active; Recombinant SENP6 catalytic domain, aminoluciferin luminescence; inhibition, % at 10 µM;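 active = inhibition above about 50% at the single tested dose, limit read from the data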;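 also: plate controls were DMSO wells with enzyme for no effect and DMSO wells lacking enzyme for full effect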
Target sequence (Q9GZR1 628-1112 limits assumed): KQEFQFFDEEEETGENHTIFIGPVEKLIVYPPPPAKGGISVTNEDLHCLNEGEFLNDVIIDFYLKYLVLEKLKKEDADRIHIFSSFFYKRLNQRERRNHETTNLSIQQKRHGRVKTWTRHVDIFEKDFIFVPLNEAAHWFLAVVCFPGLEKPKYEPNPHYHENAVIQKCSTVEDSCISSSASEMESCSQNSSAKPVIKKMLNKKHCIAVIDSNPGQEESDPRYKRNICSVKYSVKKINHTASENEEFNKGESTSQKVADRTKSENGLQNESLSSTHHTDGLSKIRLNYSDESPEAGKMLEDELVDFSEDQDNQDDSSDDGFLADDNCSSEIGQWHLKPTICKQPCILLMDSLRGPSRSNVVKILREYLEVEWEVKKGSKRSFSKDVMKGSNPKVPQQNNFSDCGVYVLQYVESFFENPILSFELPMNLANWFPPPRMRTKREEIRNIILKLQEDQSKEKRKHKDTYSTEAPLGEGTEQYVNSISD
PfGluPho inh: PfG6PD (Plasmodium falciparum) enzyme inhibition; PfGluPho enzyme, NADPH resazurin-diaphorase fluorescence; inhibition, % at 20 µM; AID 504690; 0.78% of 350,000 active;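 active = inhibition reaching at least a set limit at 20 µM in the primary screen, cut at about 59% in these data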;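 also: 0% = DMSO wells with substrate and 100% = DMSO wells lacking glucose-6-phosphate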
SENP8 inh: SENP8 (human) protease inhibition; recombinant SENP8, Nedd8 substrate fluorescence; inhibition, % at 20 µM; 0.64% of 360,000 active; AID 602440; in the data active = inhibition mostly above about 40%, no sharp cut-off; inactive = mostly below about 27%
Target sequence (Q96LD8 whole entry, looked up): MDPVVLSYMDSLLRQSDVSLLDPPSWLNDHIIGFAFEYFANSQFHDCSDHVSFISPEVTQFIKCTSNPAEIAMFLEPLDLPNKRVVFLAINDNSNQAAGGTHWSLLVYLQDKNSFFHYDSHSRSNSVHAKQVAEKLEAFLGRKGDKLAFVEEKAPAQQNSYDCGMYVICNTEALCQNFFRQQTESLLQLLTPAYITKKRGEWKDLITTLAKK
SENP7 inh: SENP7 protease inhibition; 1.5% of 330,000 active; inhibition, % at 5 µM; recombinant SENP7, Z-RLRGG-aminoluciferin luminescence, 40 min;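 active = inhibition above about 50% at the single test dose, limit read from the data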;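 also: plate controls were DMSO with enzyme for no effect and no enzyme buffer wells for full effect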
NR3A LBD binder: NR3A (human) ligand-binding domain modulation; NR3A LBD differential scanning fluorimetry, Tm shift; 0% = protein alone, 100% = glycine-bound protein; Tm shift relative to glycine control, % at 25 µM; AID 1259313; 2.5% of 340,000 active;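 active = melting temperature shift of at least 10% of the positive control shift, at one fixed dose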
HKDC1 inh: HKDC1 (human) hexokinase inhibition. Q2TB90. inhibition, % at 20 µM. 0.16% of 340,000 active. recombinant HKDC1, G6PDH/diaphorase resazurin coupled fluorescence;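 active = inhibition above about 35% when tested at 20 µM, limit read from the data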;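 also: plate controls were DMSO wells with enzyme for no effect and DMSO wells lacking enzyme for full effect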
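Test system: recombinant HKDC1 (HK5) hexokinase enzyme, produced in-house / Doses: 20 µM test compound, 1% DMSO / Timing: 90 min, room temperature / Detection: G6PDH/diaphorase-coupled fluorescence, 1 mM NADP, 100 µM resazurin, 525/613 nm / Control set: DMSO wells with and without enzyme mix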
* marks the source's active call; other numbers are inactive results; . = not tested or not shown.

ATG4B inh,MPTP block,SENP6 inh,PfGluPho inh,SENP8 inh,canonical_smiles,SENP7 inh,NR3A LBD binder,HKDC1 inh
-5,-1.9,-7,3,4,COC(=O)c1ccc(Cn2nnc3c(=O)[nH]c(C4CCN(S(=O)(=O)c5cc(C)ccc5C)CC4)nc32)cc1,-2,1,9
17,0.7,8,-3,11,O=C(CN1C(=O)C2C3c4ccccc4C(c4ccccc43)C2C1=O)Nc1ccccc1C(=O)O (stereo unspecified),-2,-1,-12
5,0.7,-7,0,7,CCOc1cc(N2CCOCC2)c(OCC)cc1NC(=O)CN1C(=O)NC(CC(C)C)C1=O (stereo unspecified),3,-5,-8
1,-0.1,-1,-7,3,CC(C)CC(=O)Nc1nnc(SCC(=O)NCC2CCCO2)s1 (stereo unspecified),0,-2,-5
-7,-1.9,6,-4,-5,Cc1cc(NC(=O)c2ccco2)ncc1NC(=O)Cc1ccccc1,4,0,-4
3,-1.9,11,15,16,Cn1c(=O)oc2cc(S(=O)(=O)N3CCOCC3)ccc21,6,1,-7
5,0.4,8,46,-4,COc1cc(NC(=O)c2cccnc2)c(Cl)cc1NC(=O)c1ccc(Cl)cc1,-4,1,-11
6,-0.3,-6,-3,11,O=C(O)C1CC=CCC1C(=O)Nc1ccccc1C(=O)N1CCN(c2ccccc2)CC1 (stereo unspecified),4,0,-6
-1,0.2,-6,-9,10,CCN1CSC(=S)N(Cc2ccccc2)C1,-2,0,1
-9,-0.8,-8,-4,6,Cc1ccc(C(CNC(=O)C(=O)Nc2ccc3c(c2)OCCO3)N2CCN(C)CC2)cc1 (stereo unspecified),0,2,-3
-10,-2.0,-3,-12,7,CCCCN(C1CCS(=O)(=O)C1)S(=O)(=O)c1ccc(OC)cc1 (stereo unspecified),-12,0,3
-6,3.2,95*,13,-113,O=C(Nc1nc2ccsc2c(=O)s1)c1ccc(Cl)cc1,100*,0,4
-14,20,13,26,18,C=C(C)c1cccc(C(C)(C)NC(=O)Nc2ccc(Cl)cn2)c1,-2,-16,-5
-5,1.8,1,-17,26,COc1ccc(CC(C(=O)Nc2cccc(F)c2)c2nn[nH]n2)c(OC)c1 (stereo unspecified),6,2,-9
0,5.9,1,-13,18,COc1ccc(S(=O)(=O)N2CCN(CCc3ccccc3)CC2)c(OC)c1,-9,0,-5
-5,2.9,-10,33,3,CC(C)NC[C@H](O)c1ccc(O)c(O)c1,1,-1,-2
8,-0.6,-9,-7,8,O=C(Cc1ccccc1)NCCS(=O)(=O)N1CCN(c2cccc(Cl)c2)CC1,5,-2,3
-14,1.3,-13,6,19,CCN(CC)C(=O)Cn1c(=O)n(-c2ccccc2)c(=O)c2c3c(sc21)CCC3,6,2,-3
-1,0.4,-15,-11,13,Cc1cccc(CS(=O)(=O)Cc2ccc(C(=O)NCc3ccco3)o2)c1,-5,0,8
-6,-0.4,-4,6,9,COc1ccc(N2CCN(S(=O)(=O)c3ccc(-n4cnnn4)c(C)c3)CC2)cc1,2,-3,-5
6,0.2,-13,12,11,COc1ccc(-c2sc(Nc3ccccc3)n[n+]2-c2ccc(F)cc2)cc1Br,4,-1,-4
5,0.1,12,-7,32,COc1c(S(=O)(=O)NCCCN2CCOCC2)ccc(Cl)c1Cl,1,0,-2
2,-2.4,2,-7,-48,COc1cccc(/C=N/NC(=O)c2nc(-c3ccccc3)cc(-c3ccccc3)n2)c1,-10,-5,-3
1,5.1,-1,-12,4,CCCN1CCN(c2ncnc3scc(C4COc5ccccc5O4)c23)CC1 (stereo unspecified),-6,-2,-25
-2,8.7,2,-2,-4,Fc1ccc(NC(=S)N/N=C/c2cccc(Br)c2)c(F)c1,-9,32*,-2
0,0.3,5,0,20,COc1ccccc1CCC(=O)N1CCN(C(=O)c2ccccc2)CC1,0,0,-5
-10,3.3,-16,10,-9,CCCCn1c(SCC(=O)NCc2ccco2)nnc1-c1ccoc1C,1,2,6
-3,3.4,-7,7,-24,CC(C)OC(=O)/C(C#N)=C/c1cn(Cc2ccccc2)c2ccccc12,-6,0,1
0,0.5,-18,11,-102,CC(=O)Nc1ccc(NC(=O)c2cccc(-c3cc4ccccc4oc3=O)c2)cc1,-9,-4,-12
-8,-2.6,.,7,-32,CC(=O)N1CCN(C(=O)CCNC(=O)c2ccc(Br)cc2)CC1,.,-1,-8
-7,0.4,-1,-16,5,O=C(Nc1ccc(N2C(=O)C3C4C=CC(C4)C3C2=O)cc1)Nc1nnc(C(F)(F)F)s1 (stereo unspecified),4,20*,-2
3,2.9,-13,-20,3,COC(=O)c1ccccc1NC(=O)CSc1nc2ccccc2c(=O)[nH]1,5,0,-2
1,-0.4,-10,-14,6,Cc1ccc(S(=O)(=O)N2CCC(C(N)=O)CC2)c(C)c1C,-11,-12,2
5,0.8,-14,11,-7,Cc1cc(/C=N/n2cnnc2)c(C)n1-c1ccc(Cl)cc1Cl,3,-2,-1
-1,1.0,-13,-9,1,CCOC(=O)c1c(C)[nH]c(C)c1S(=O)(=O)NCc1ccccc1C,-15,2,6
-5,1.4,-10,-8,-9,CCOc1ccc(C(=O)NCC(=O)OCc2csc(-c3ccccc3)n2)cc1,0,-16,15
-12,1.5,-3,4,1,Cc1cccc(NC(=O)CSc2nc3nc(C)cc(C)c3c(=O)[nH]2)c1,-2,3,1
-11,-2.1,89*,4,10,O=C(Nc1ccon1)c1cc2c(s1)CCCC2,93*,6,0
-11,-6.0,5,7,4,COc1cccc(C(=O)Nc2ccc(NC(=O)C(C)C)nc2)c1,0,0,-7
3,0.0,-17,15,15,Cc1ccc(NN2C(=O)C=C(c3ccc(Cl)cc3)C2=O)cc1,-1,5,8
3,-0.3,-20,-2,26,O=C(Nc1cc(S(=O)(=O)N2CCOCC2)ccc1N1CCOCC1)c1c(F)cccc1Cl,-9,0,1
2,1.0,-4,-6,8,COc1ccc2c(c1)C(c1ccccc1)NC(=O)C2 (stereo unspecified),-7,-3,-6
-2,-1.2,8,-19,1,Cc1ccc(S(=O)(=O)NC(=O)NCc2ccc(F)cc2)cc1,-1,-5,-11
2,-0.9,-7,2,0,CCOc1ccc(-c2c(C(=O)N/N=C/c3ccoc3)nnn2-c2nonc2N)cc1,-14,-1,-5
-5,-2.0,-9,-1,4,Cn1c(Cc2csc(N)n2)nnc1SC/C=C/c1ccccc1,5,3,-7
12,-0.8,5,-9,17,Cc1ccc(CNC(=O)CCC2CCCN(Cc3cccc4c3OCO4)C2)o1 (stereo unspecified),9,1,-5
-4,0.8,-2,8,13,Cc1ccc(S(=O)(=O)Cn2nnnc2C(CC(C)C)N2CCN(c3ccc(F)cc3)CC2)cc1 (stereo unspecified),-3,3,0
7,12,9,-14,18,Cc1nc(SCC(=O)N2CCc3ccccc32)n[nH]1,2,0,-6
4,3.0,76*,36,-335,Cc1cc2nn(-c3ccc(F)cc3)nc2cc1N,6,0,14
-2,-1.8,0,-6,-250,CCOC(=O)N1CCN(C(=O)Nc2ccc3nccnc3c2)CC1,-1,1,14
-5,0.3,-7,9,-42,COc1cc(/C=N/NC(=O)c2cccc3ccccc23)cc(OC)c1OC,5,-2,-7
-1,-1.5,-13,-11,-3,COC(=O)c1ccc(C2/C(=C(\O)c3ccc4c(c3)OCCO4)C(=O)C(=O)N2CCCN2CCOCC2)cc1 (stereo unspecified),-1,0,1
4,-0.7,-13,-9,15,Cc1cc(C)c(NC(=O)COC(=O)c2cc([N+](=O)[O-])ccc2N2CCOCC2)c(C)c1,-8,-1,-7
1,-4.6,.,-7,19,NC(=O)C1C2CCC(C2)C1C(N)=O (stereo unspecified),.,0,0
2,-0.2,-15,-20,12,Cc1cccc(C)c1NC(=O)c1cnccn1,5,1,-7
-8,-0.2,-12,-8,10,Nc1nnc(CC(=O)N2CCCCC2)s1,-7,-3,3
0,-0.6,9,-6,2,COc1ccc(C)cc1NC(=O)CSc1nnc(-c2ccco2)n1Cc1ccco1,1,-1,5
11,0.8,-3,-13,4,O=C(NC1CCCC1)C(c1ccccc1)N(Cc1cccnc1)C(=O)Cc1cccs1 (stereo unspecified),7,1,-1
19,7.1,3,-1,12,CS(=O)(=O)N(CC(=O)Nc1c(F)cccc1F)c1ccc(C23CC4CC(CC(C4)C2)C3)cc1,-1,-10,-13
19,-4.8,19,-16,-25,COc1cc(NS(=O)(=O)c2ccc(N/C=C(\C#N)c3nc4cc(Cl)ccc4o3)cc2)nc(OC)n1,3,6,-3

Next section:
ATG4B inh,MPTP block,SENP6 inh,PfGluPho inh,SENP8 inh,canonical_smiles,SENP7 inh,NR3A LBD binder,HKDC1 inh
-2,-0.3,-7,12,10,O=C(Cn1nc(-c2ccccc2)c2ccccc2c1=O)NCCO,-1,0,-3
4,-1.4,-4,-7,13,NC(=O)c1ccccc1OCC(=O)O,3,0,-7
16,-0.7,-25,7,-3,O=C(Nc1ncc(Cc2ccc(SC(F)F)cc2)s1)c1ccccc1,0,-3,-2
-3,-0.3,-6,4,4,OCCNc1nc(Nc2ccccc2Oc2ccccc2)nc(N2CCCC2)n1,-3,-11,1
-32,2.8,-10,30,28,COc1cc(O)cc2c1[C@@H]1Oc3c(ccc(O)c3CC=C(C)C)[C@@H]1CO2,-13,-3,-2
1,1.2,-14,-5,19,Cc1c(CCOC(=O)c2ccc([N+](=O)[O-])cc2)sc[n+]1CC(=O)c1ccccc1,-1,1,-5
11,0.9,14,3,-493,COc1ccc(-c2cc(-c3ccco3)[nH]c(=O)c2C#N)cc1OC,7,1,11
-3,0.5,3,0,14,O=C(NC(=S)N1CCN(c2ccccc2)CC1)c1ccc(S(=O)(=O)N2CCOCC2)cc1,-9,1,-7
5,1.0,1,4,15,CCC(C)[C@H](NC(=O)CCn1nnc2ccccc2c1=O)C(=O)O (stereo partly specified),-3,-4,-5
16,0.0,3,-6,16,CCOc1ccccc1CN1CCCC(CNS(=O)(=O)c2ccc(OC)cc2)C1 (stereo unspecified),-14,-1,1
11,-0.7,0,-4,11,Cc1nn(CC(=O)N(C)Cc2ccc(F)cc2)c(C)c1[N+](=O)[O-],2,-1,-10
0,-0.3,17,2,3,Cc1noc(C)c1NC(=O)Nc1cccc2c1O[C@H](CN(C)C(=O)Nc1ccc(C(F)(F)F)cc1)[C@@H](C)CN([C@H](C)CO)C2=O,-2,-3,-3
2,-1.4,.,15,27,O=C(Cn1ncc(Cl)c(Cl)c1=O)N1CCN(Cc2ccccc2)CC1,.,-3,0
1,-1.2,2,-10,-1,CCOCCCn1c(=S)[nH]c2cc(C(=O)NCC(OC)OC)ccc2c1=O,10,0,-1
-7,-0.3,-10,8,8,O=[N+]([O-])c1ccccc1S(=O)(=O)N1CCc2ccccc2C1,9,4,-8
39,2.6,7,16,23,O=C(CSc1ccc(Cl)cc1)N1CCN(c2c(Cl)cccc2[N+](=O)[O-])CC1,-6,0,1
-4,0.5,-22,-2,21,O=C(c1ccccc1)N1CCN(S(=O)(=O)N2CCCCC2)CC1,1,-19,-4
